Insulin prom up: MIN6 insulin promoter up-regulation | AID 1625 | MIN6 insulin promoter-GFP reporter, high-content imaging; active compounds read high | z-score at 5 µM | hit rate 0.3% among 190,000;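 active = z-score above 3 at 5 µM with at least 500 cells counted in the well; inconclusive = wells under 500 cells, flagged as cytotoxic or low count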
TNAP activation fold: human TNAP enzyme activators, primary screen, biochemical, luminescent, no phosphate acceptor, uHTS (AID 1001). purified TNAP, luminescent activation assay, no phosphate acceptor; higher activation fold means a stronger effect. hit rate 0.03% among 200,000. one-dose activation fold at 20 µM; EC50 in µM for titrated hits; in the data active = activation fold from about 3, or a potency from the dose series; inactive = the rest, 99 in 100 with activation fold below about 1.6; also: many of its hits are not listed in these tables
Hep lipid drop: hepatic lipid droplet formation modulation | hit rate 0.4% among 240,000 | AML12 mouse hepatocytes, oleate lipid droplets, BODIPY imaging | inhibition, % at 6.5 µM;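 active = lipid droplet intensity inhibited by at least 50%, with more than 500 cells counted; inconclusive = wells with under 300 cells, treated as cytotoxic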
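Material – AML12 mouse liver cells · Also added – oleate loading, 100 µM · Compound dosing – 6.5 µM single-point dosing · Times – overnight treatment with compound plus oleate · Measured by – fluorescence imaging, 20x objective, two fields per well · Read-out – percent inhibition of filter-corrected integrated lipid droplet intensity per well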
MT stabilizer: stabilizes microtubules in HeLa cells. HeLa tubulin immunostaining HCS, 24 h; share of cells brighter than vehicle mean+2SD. % tubulin-high responders, % at 10 µM. hit rate 0.83% among 200,000. AID 2205;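 active = plate Z-score above 3 for both tubulin-high and condensed-nucleus cell shares, with cell loss under 80%, at 10 µM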;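 also: anti alpha tubulin signal scored within the nucleus-defined area of each cell; some results filed as inactive read as strong as hits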
T cell HTS: T cell immune modulation candidate; 2C CD8+ T cell-vesicle binding, flow cytometry; active compounds read low; hit rate 0.068% among 330,000; calls only at 7 µM;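 active = response, share of CD8 T cells binding vesicles, and their 90th percentile fluorescence all below set limits, cut at about 80% in these data, passing the limit was not always enough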
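incubation = binding step 1.5 h, 37 °C, antibody labelling 20 min, ice | test system = 2C mouse CD8+ T cells | read-out basis = percent CD8+ FL2 mean versus row control | controls = Peptide-free naked vesicles (low) and QL9 vesicles with 0.7% DMSO vehicle (high) | detection = flow cytometry of vesicle-bound cells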
bCat nuc transl: alters nuclear translocation of beta-catenin in HeLa cells | nuclear translocation activity, % at 5 µM | hit rate 0.3% among 190,000 | immunofluorescence imaging;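 active = nuclear translocation activity above 50% at 5 µM, with a well cell count of 50 or more; inconclusive = wells under 50 cells across six images, flagged as toxic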;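 also: per-cell ratio of nuclear to cytoplasmic median beta-catenin stain intensity; plate controls were DMSO negative control for no effect and GSK-3 inhibitor IX positive control for full effect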
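Assay system: human HeLa cells, native beta-catenin; doses: 5 µM primary, 0.02–20 µM confirmation; incubation: compound treatment 24 h, 37°C, 5% CO2; technique: fluorescence imaging of beta-catenin antibody stain plus DAPI; measure: % activation, nuclear-to-cytoplasmic median beta-catenin signal ratio per cell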
human PMI inhibition: MPI enzyme activity inhibition – biochemical, fluorescence intensity, coupled assay, primary screen (AID 1209); purified PMI enzyme, coupled fluorescence intensity; higher % means a stronger effect; inhibition, % at 20 µM; hits with a dose series show IC50 in µM; hit rate 0.42% among 190,000; in the data active = inhibition above about 50%;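 also: plate controls were DMSO vehicle for no effect and wells lacking substrate for full effect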
Myeloid diff 2: promotes myeloid progenitor differentiation. ER-HoxA9 myeloid progenitors, lysozyme-GFP differentiation, flow cytometry. calls only at 10 µM. hit rate 1% among 360,000. AID 624256;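 active = normalized GFP-positive differentiation at or above the plate's own cutoff, the solvent-only control mean plus 3 SD; inconclusive = no clear call, values can overlap the other calls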;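 also: cells exposed to compound for four days before flow analysis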
Dynein cargo inh: blocks dynein driven cargo transport along microtubules | 3617.4 mouse cells, GR-EGFP nuclear translocation imaging; test concentration mostly 20 µM; stimulated with dexamethasone, 1 µM; active compounds read low | z-score, hits read low | hit rate 0.47% among 220,000 | AID 1381;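 active = plate z-score of nuclear minus cytoplasmic receptor signal below a set negative limit, without overly bright fluorescence or cell loss, cut at about -3.5 in these data, passing the limit was not always enough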;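 also: z-score of nuclear minus cytoplasmic ring GR-EGFP intensity difference per well; some compounds called inactive have numbers as strong as hits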
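Buffer or medium: tet-free medium with charcoal-stripped serum / Also added: dexamethasone agonist, 1.0 µM final, for 30 min / Timing: induction 48 h, compound 1 h, agonist 30 min / Measured by: high-content fluorescence imaging after fixation / Read-out: nuclear-to-cytoplasmic GR-EGFP distribution per well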
Dynein cargo inh cytoplasmic EGFP: further read-out of Dynein cargo inh, marked with its call; z-score; measured here: cytoplasmic GR-EGFP intensity; active compounds read high
Dynein cargo inh nuclear GR-EGFP: further read-out of Dynein cargo inh, marked with its call; z-score; measured here: nuclear GR-EGFP intensity;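 lower value marks the stronger effect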
Dynein cargo inh cell count: also measured in Dynein cargo inh; calls as there; z-score; measured here: cell count per field
Insulin prom up cell count: also measured in Insulin prom up; calls as there; cell count; measured here: cytotoxicity, nuclei count;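 total cells summed across four imaged fields per well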
Hep lipid drop cells 6.5 µM: recorded beside Hep lipid drop, whose call it bears; cell count; measured here: cell count, cytotoxicity flag;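 cells counted across two imaged fields per well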
bCat nuc transl cell count 5 µM: recorded beside bCat nuc transl, whose call it bears; cell count; measured here: cell count, cytotoxicity flag
T cell HTS vesicle-bound %: recorded beside T cell HTS, whose call it bears; double positive events, %; measured here: CD8+ vesicle-bound cell fraction;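 binding gate set so that unloaded-vesicle control wells show 10% double positive cells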
MT stabilizer Hoechst-high %: further read-out of MT stabilizer, marked with its call; % Hoechst-high responders; measured here: nuclear condensation Hoechst responders;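 share of cells brighter than vehicle mean plus two SD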
MT stabilizer cytotoxicity %: also measured in MT stabilizer; calls as there; toxicity, %; measured here: cytotoxicity by cell density;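 0% = mean cell density of plate MIN control wells and 100% = no cells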
Myeloid diff 2 GFP+ MAC1+ %: also measured in Myeloid diff 2; calls as there; GFP+ MAC1+ double positive, %; measured here: differentiation confirmed by MAC1 staining
* = called active by the depositor; i = inactive; ? = inconclusive; . = no result given; + = active, no number.

The first 2 compounds (preview)
SMILES	Insulin prom up	Insulin prom up cell count	TNAP activation fold	Hep lipid drop	Hep lipid drop cells 6.5 µM	MT stabilizer	MT stabilizer Hoechst-high %	MT stabilizer cytotoxicity %	T cell HTS	T cell HTS vesicle-bound %	bCat nuc transl	bCat nuc transl cell count 5 µM	human PMI inhibition	Myeloid diff 2	Myeloid diff 2 GFP+ MAC1+ %	Dynein cargo inh	Dynein cargo inh cytoplasmic EGFP	Dynein cargo inh nuclear GR-EGFP	Dynein cargo inh cell count
COc1cccc(C(=O)Nc2ccccc2)c1	-0.4	1453	1	.	.	3.2	1.3	0.1	i	49	0.7	1414	-10%	i	0.4	-0.86	-0.21	-0.26	-0.11
C=CCn1cnc2c(sc3nc(C)cc(C)c32)c1=O	-0.36	1074	.	-5	712	.	.	.	i	21	0.4	1276	.	i	0.3	-0.65	-0.24	-0.018	0.86

The list itself (from the top)
SMILES	Insulin prom up	Insulin prom up cell count	TNAP activation fold	Hep lipid drop	Hep lipid drop cells 6.5 µM	MT stabilizer	MT stabilizer Hoechst-high %	MT stabilizer cytotoxicity %	T cell HTS	T cell HTS vesicle-bound %	bCat nuc transl	bCat nuc transl cell count 5 µM	human PMI inhibition	Myeloid diff 2	Myeloid diff 2 GFP+ MAC1+ %	Dynein cargo inh	Dynein cargo inh cytoplasmic EGFP	Dynein cargo inh nuclear GR-EGFP	Dynein cargo inh cell count
COc1cccc(C(=O)Nc2ccccc2)c1	-0.4	1453	1	.	.	3.2	1.3	0.1	i	49	0.7	1414	-10%	i	0.4	-0.86	-0.21	-0.26	-0.11
C=CCn1cnc2c(sc3nc(C)cc(C)c32)c1=O	-0.36	1074	.	-5	712	.	.	.	i	21	0.4	1276	.	i	0.3	-0.65	-0.24	-0.018	0.86
CCN1CCCC1CN(Cc1cc2ccc(C)cc2[nH]c1=O)C(=S)Nc1ccccc1C(=O)OC (stereo not drawn)	-0.28	1483	1	-16	693	1.8	2.1	6.6	i	58	0.0	997	16%	i	0.9	-1	-0.39	-0.61	1.3
CCOC(=O)c1ccc(NC(=O)CSc2nnnn2C2CCCCC2)cc1	.	.	1.1	.	.	2.5	1.5	4.4	i	31	3.3	475	-2%	i	2.6	-0.2	-0.21	-0.067	0.61
Cc1ccc(S(=O)(=O)N(C)CC(=O)N2CCCc3ccccc32)cc1	0.82	1600	1.1	-1	709	1.8	2.2	6.8	i	5	0.4	997	20%	i	0.4	-0.2	-0.22	-0.21	1.8
CCN(CC)Cc1c(O)ccc2c([N+](=O)[O-])c(C)n(-c3ccc(OC)cc3)c12	.	.	1	-6	677	4.3	2.3	2.8	i	30	-0.8	1285	-6%	+	2.7*	0.3	-0.25	0.087	-0.032
NC(=S)N=Nc1c(O)n(CCCl)c2ccccc12	0.32	1542	1	1	706	3.1	1.1	4.4	i	47	-0.7	845	6%	i	0.1	0.51	-0.047	0.55	-1.1
COCCNC(=O)NC(=O)COC(=O)C1(c2ccc(Cl)cc2)CC1	0.45	1167	1.1	-4	734	4.1	3.4	11	i	26	6.2	970	-7%	i	0.3	-0.035	-0.25	-0.6	0.83
CCCC(c1nnnn1CC1CCCO1)N1CCN(c2nc3ccccc3s2)CC1 (stereo not drawn)	.	.	1	-29	769	4.4	2.0	3.3	i	9	2.3	517	-6%	i	0.4	2.5	-0.21	1.1	-0.8
Nn1c(SCc2ccc(F)cc2)nnc1-c1ccncc1	0.65	1109	.	-18	714	.	.	.	i	20	-0.9	1332	.	i	0.6	-0.58	-0.23	-0.16	0.63
O=C(NCc1cccs1)C12CC3CC(CC(C3)C1)C2	1.1	1392	1	9	685	1.9	3.0	7.2	i	37	0.3	1097	2%	i	0.4	0.63	-0.2	0.25	0.55
CC1CC(=O)N(CC(=O)N2CCCC2)c2ccccc2S1 (stereo not drawn)	-0.12	1329	1.1	10	686	3.3	2.4	8.2	i	43	0.2	1086	16%	i	5.3	-1.1	-0.34	0.066	0.97
CCOc1ccc(Nc2nc(N3CCCCC3)nc(N3CCCCC3)n2)cc1	-0.33	953	0.9	8	766	1.9	1.6	8.6	i	17	-3.7	1180	5%	i	4.1	0.44	-0.28	0.35	0.18
O=C(c1cnn2c(C(F)F)cc(C3CC3)nc12)N1CCOCC1	-0.66	1320	1.1	-10	762	2.0	1.6	4.7	i	50	-0.6	1227	53%*	i	0.7	-0.73	-0.25	-0.59	1.1
O=C(c1ccc(Cl)c(S(=O)(=O)N2CCCCCC2)c1)N1CCN(c2ccccc2O)CC1	-0.62	1226	1.1	-2	660	3.6	3.9	4.5	i	32	-1.7	1094	17%	i	0.6	-0.35	-0.33	-0.6	-0.58
COC(=O)C1=C(C)NC(C)=C(C(=O)OC)C1C(=O)OCC(=O)c1ccc(F)cc1	0.32	1137	1.1	-15	680	8.9	2.5	4.8	i	35	0.8	1095	-5%	i	1.0	-0.54	-0.32	0.021	0.51
Cc1ccc(-n2cc(CNCCN3CCOC3=O)c(-c3ccc(F)cc3)n2)cc1	0.09	1448	1	-2	725	3.0	2.0	2.4	i	41	0.6	893	17%	i	0.2	2.5	0.11	1.9	-2
COC(=O)C1=C(C)NC(=O)C1(Nc1ccc(Cl)cn1)C(F)(F)F (stereo not drawn)	0.16	1217	1.1	17	721	4.2	2.2	3.0	i	12	.	.	9%	i	3.6	-0.24	-0.24	-0.096	0.39
CC(=O)N=Nc1[nH]c(N)c2ccccc12	-0.22	1453	1.5	5	704	2.2	1.9	9.4	i	62	0.3	1068	-5%	i	0.4	2.9	-0.29	0.82	-1.5
COC(=O)C1(Cc2ccc(O)c(CC3OC3(C)C)c2)OC(=O)C(O)=C1c1ccc(O)cc1 (stereo not drawn)	0.12	1048	.	-2	744	.	.	.	i	18	0.7	1287	.	i	1.9	-0.41	-0.77	0.15	0.12
COc1ccc(-c2nnc(SCC(=O)N/N=C/c3ccccc3C(=O)O)n2-c2ccccc2)cc1	.	.	1	19	663	3.2	2.6	4.9	i	26	-0.7	939	1%	i	1.1	1.8	-0.25	0.5	0.12
Cc1cccc(C)c1OCCCN1CCCC1	0.13	1065	1.2	-3	748	1.4	1.7	11	i	56	.	.	-3%	i	0.4	-0.1	-0.31	-0.22	0.74
Oc1c(Br)cc(Cl)cc1C=Nc1ccccc1Br	0.64	1281	1	-15	708	3.0	1.3	5.2	i	49	.	.	-20%	i	0.4	-0.21	-0.21	0.045	0.57
COC(=O)C1Sc2[nH]c(=O)sc2C(c2ccc(Cl)cc2)C1C(=O)OC (stereo not drawn)	0.51	901	1.1	.	.	7.4	2.9	4.4	i	53	.	.	17%	i	3.8	-0.18	-0.11	0.13	-0.34
CCOC(=O)N1CCN(C(=O)CN(c2ccccc2OC)S(=O)(=O)c2ccc(C)cc2)CC1	0.42	1335	1.1	.	.	3.1	1.5	8.7	i	46	2.8	1359	1%	i	8.0	-0.52	-0.21	-0.14	0.66
O=c1c2c(nc3n1CCCCC3)sc1c(O)c(Br)ccc12	.	.	1.1	4	761	1.0	1.5	1.1	i	54	-1.3	1211	16%	i	4.4	-0.14	-0.31	0.05	0.24
Fc1ccc2c(c1)C(c1ccncc1)=NNC(c1ccc(Br)cc1)=N2	-0.32	1365	1.1	25	664	2.1	2.0	1.1	i	43	-0.4	1090	9%	i	0.1	0.15	-0.25	0.12	0.94
Cc1ccc2c(c1)c1ccc3c(c1n2C)C(=O)C=CC3=O	.	.	.	11	654	.	.	.	.	.	0.1	1260	.	?	.	-6.9*	1.6*	-2.7*	0.17*
COc1ccc(C2C3=C(CCCC3=O)Nc3ccc4ncccc4c32)cc1OC (stereo not drawn)	.	.	1.1	4	775	1.1	1.8	3.2	i	28	-1.3	1018	7%	i	0.2	-0.11	-0.059	0.057	0.59
Cc1c(C(=O)NCc2cccnc2)sc2nc(-c3ccc(F)cc3)cn12	-0.19	1409	1.1	15	718	3.2	2.6	4.6	i	28	0.5	1050	14%	i	0.8	-0.96	-0.19	-0.17	0.37
Cc1ccc(-n2cc3c(-c4cccc(Br)c4)nnc(C)c3n2)cc1	.	.	1.1	31	670	2.2	1.5	6.8	i	54	-0.9	1066	10%	+	1.0*	0.23	-0.051	0.36	0.067
COCCNC(=O)CSc1nc2ccccc2c2nc(C)nn12	2.2	1476	1	.	.	2.8	2.2	11	i	53	0.1	822	12%	i	0.5	-0.99	-0.36	-0.23	0.92
O=C(NCc1cccnc1)c1ccc(COc2cccc3ccccc23)o1	-0.81	1524	1	.	.	4.4	3.2	5.0	i	34	0.0	1339	28%	i	1.0	-0.13	0.16	0.31	-0.02
Cc1ccc(-c2ccc3nnc(SCC(=O)NCC4CCCO4)n3n2)cc1 (stereo not drawn)	-0.71	1167	1.1	5	742	6.0	1.8	7.7	i	31	-2.2	1097	0%	i	0.3	-0.55	-0.34	0.38	-0.22
COc1ccc(C2=NNC(c3cccnc3)=Nc3ccccc32)cc1	0.59	1354	1.1	10	606	3.2	1.7	5.0	i	55	0.2	1522	0%	i	1.0	-0.8	-0.27	-0.52	0.64

Bioassay records from PubChem BioAssay.
